Compound activity (PubChem)
GLP1R inv ag = GLP-1 receptor (human) inverse agonism; P43220; HEK293 GLP-1R CRE-luciferase, luminescence, 24 h; GLP-1R form is constitutively active; Potency, µM (titrated, usually from 38.3 µM), for the others: top-dose activity change, negative = inhibition, usual class: inhibitors; actives 1.6% (n = 410,000); further: potency means the concentration at half of the fitted maximal effect; on the % scale 0 is the no-effect control and ±100 the full control effect; nearly all actives have a fitted effect of over 55% in size
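qHTS in 1536-well format: reporter HEK293 cells expressing constitutive GLP-1R activity in DMEM + 10% Nu serum, 24 hr with compounds at 37 deg C, luminescence read after 12 min with detection reagent.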
EPAC1 ag = agonists of human EPAC1; O95398; actives 0.073% (n = 360,000); Potency, µM (titrated, usually from 154 µM), for inactives: top-dose activation, hits mostly activators; EPAC1 agonist qHTS, biochemical assay; response scale: 100% = response to 6.5 mM cAMP; further: potency means the concentration at half of the fitted maximal effect; nearly all actives have a fitted effect of over 60% in size
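EPAC1 100 nM, Rap1B–BODIPY-GDP 250 nM, unlabeled GDP 50 uM; compound titration; 5 min RT; kinetic read ex480/em540 at 5-min intervals ×30 min; data normalized to 6.5 mM cAMP agonist control.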
PTHR1 agonist = PTHR1 (human) receptor agonism. Q03431. HEK293 GP2 PTHR1 cells, GloSensor cAMP luminescence, 1 h. Potency, µM (top dose mostly 115 µM), without a hit: at the highest dose activation, usual class: activators. actives 0.075% (n = 410,000); further: potency means the concentration at half of the fitted maximal effect; nearly all actives have a fitted effect of over 55% in size; some results filed as inactive show a strong effect at the top dose; inactives centre near -15; many of its hits are not listed in these tables
Target sequence (Q03431 whole entry, looked up): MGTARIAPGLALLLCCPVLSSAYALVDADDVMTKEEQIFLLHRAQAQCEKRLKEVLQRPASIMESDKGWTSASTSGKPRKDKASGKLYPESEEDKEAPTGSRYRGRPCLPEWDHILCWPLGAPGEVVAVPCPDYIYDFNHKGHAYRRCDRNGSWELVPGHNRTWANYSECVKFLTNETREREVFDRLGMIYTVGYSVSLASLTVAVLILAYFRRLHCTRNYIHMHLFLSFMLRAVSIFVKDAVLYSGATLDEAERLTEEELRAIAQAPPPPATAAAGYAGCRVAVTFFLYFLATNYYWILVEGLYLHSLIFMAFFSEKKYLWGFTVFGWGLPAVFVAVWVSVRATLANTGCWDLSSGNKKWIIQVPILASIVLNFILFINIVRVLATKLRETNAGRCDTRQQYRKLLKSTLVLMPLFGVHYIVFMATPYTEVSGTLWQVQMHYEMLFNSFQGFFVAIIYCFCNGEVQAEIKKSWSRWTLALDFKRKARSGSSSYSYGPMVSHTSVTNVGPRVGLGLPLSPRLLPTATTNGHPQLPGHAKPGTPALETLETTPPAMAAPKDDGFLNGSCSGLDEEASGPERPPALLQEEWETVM
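HEK-293-derived GP2 cells expressing PTHR1 and a GloSensor cAMP reporter, 3,000/well, plated overnight, given luciferin plus IBMX (each 0.5 mM as added) for 1 h at 37 °C, then compound for 1 h at 37 °C. Luminescence was read after 15 min at room temperature.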
EPAC1 antag = antagonists of human EPAC1; O95398; Potency, µM (titrated, usually from 115 µM), without a hit: at the top dose activity change, negative = inhibition, hits mostly inhibitors; actives 0.14% (n = 360,000); EPAC1 GEF assay, Rap1b-BODIPY-GDP exchange fluorescence;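 further: potency means the concentration at half of the fitted maximal effect; plate controls were vehicle for no effect and positive control for full effect; nearly all actives have a fitted effect of over 50% in size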
PLK1 PBD inh = inhibitors of human PLK1 polo-box domain binding | P53350 | Plk1 PBD binding of FITC phosphopeptide, fluorescence polarization | Potency, µM, for the others: max response, negative = inhibition, hits mostly inhibitors | actives 2.8% (n = 360,000); further: potency means the concentration at half of the fitted maximal effect; series mostly up to about 57 µM; on the % scale 0 is the no-effect control and ±100 the full control effect; nearly all actives have a fitted effect of over 65% in size
PI5P4Ka inh = blocks human PI5P4K alpha kinase activity | P48426 | PI5P4Kalpha enzyme, ADP-Glo luminescence, 60 min; stronger effect = lower value | max response, % | actives 1.2% (n = 330,000) | AID 652105; active means max response of -50% or lower; inconclusive means between -30% and -50%; inactive means -30% or higher; further: value at the top dose of about 77 µM; on the % scale 0 is the no-effect control and ±100 the full control effect
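ADP-Glo luminescence end-point read after a 60 min room-temperature kinase reaction of PI5P4Kalpha plus substrate, initiated with ATP at 5 microM final. Buffer: 0.038 M HEPES pH 7.4, EGTA, 0.1% CHAPS, 5% DMSO.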
HEK293 tox = cytotoxicity in counter-screen for GLP-1R inverse agonists | HEK293 cAMP-luciferase reporter cells, luminescence, 24 h | Potency, µM (highest dose often 38.3 µM), without a hit: at the top dose activity change, negative = inhibition, actives largely listed as inhibitors | actives 0.13% (n = 410,000) | AID 624418;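 further: loss of luciferase light is scored as toxicity; potency means the concentration at half of the fitted maximal effect; on the % scale 0 is the no-effect control and ±100 the full control effect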
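Compound-treated cells are incubated 24 hr at 37 deg C under 5% CO2 after a 12 hour attachment period, then luciferase detection reagent is added and luminescence is measured following 12 min at room temperature; lowered signal indicates toxicity.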
IL-2 act = activators of IL-2 | actives 0.065% (n = 360,000) | activation, % (series mostly up to about 46 µM) | IL-2 activation reporter assay, cell-based qHTS; stimulated with anti-CD3/CD4/CD28 beads; in transgenic mouse T cells | AID 652025; in the data active means activation above about 50%; inconclusive means mostly about 30% to 49%; further: 0% is about no effect
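Using fluorescent plate cytometry, EGFP and DsRed are detected in transgenic mouse T cells stimulated 18 h at 37 degrees C with antibody-coated beads after 60 min compound pretreatment.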
GLP-1R agonist = agonists of human GLP-1 receptor; actives 0.007% (n = 380,000); HEK293 GLP-1R CRE-luciferase, luminescence, 4-6 h; cells express a hypersensitive GLP-1R form; Potency, µM (series often up to 45.6 µM), for the others: top-dose activation, usual class: activators; AID 624172; P43220; further: potency means the concentration at half of the fitted maximal effect; % of control where 0% means no effect
* marks the source's active call; other numbers are inactive results; i = inactive; ? = inconclusive; . = no result given; [ ] = dose if it differs, or a comment. Unless noted, the call rests on the fitted dose curve; in most records, active means well fitted curve in the direction sought with a large enough effect; inconclusive means small, poorly fitted or top-dose-only effect, or another doubt; inactive means no such curve, though single readings can be large; an effect the other way counts as inactive or inconclusive. Only part of the results is shown; rates above refer to the full screens.

SMILES	GLP1R inv ag	EPAC1 ag	PTHR1 agonist	EPAC1 antag	PLK1 PBD inh	PI5P4Ka inh	HEK293 tox	IL-2 act	GLP-1R agonist
Cc1ccc2c(c1)c(=O)c1c3n2CCN(CC2CO2)C3CC1 (stereo not given)	-13%	0%	i	-25%	-4%	-3	-2%	0.1	1%
O=C(CN1C2CCC1CC(O)(c1cccnc1)C2)Nc1ccc2c(c1)OCO2 (stereo not given)	10%	-7%	i	-6%	-8%	2	18%	-0.9	-3%
CCCCn1c(C)c(C(=O)O)c2cc(OC)ccc21	11%	4%	-20%	12%	-10%	.	7%	-1.3	-3%
Cc1nc2ccc(Cl)cc2c(-c2ccccc2)c1C(=O)O	5%	14%	-4%	-22%	2%	-1	7%	-0.6	-1%
Cc1ccc(S(=O)(=O)N2CCCC(C(=O)N3CCCc4ccccc43)C2)cc1 (stereo not given)	-3%	14%	-11%	2%	-14%	-2	78%[activator]	-3.5	-3%
CCSc1nnc(NC(=O)c2cccn(Cc3ccc(Cl)cc3)c2=O)s1	16%	.	-47%[inhibitor]	.	.	.	3%	.	-6%
CN1CCN(c2ncc(C=O)s2)CC1	-7%	-12%	17%	-10%	-7%	1	-14%	1.6	-1%
CN1C(=O)/C(=C\N2CCc3ccccc32)C(=O)NC1=S	-9%	-3%	i	4%	4%	?	-5%	0.8	-7%
CC/C(=N\N1CCCCC1)c1c(O)[nH]c(=O)[nH]c1=O	2%	7%	i	-5%	-5%	-2	10%	1.1	0%
CCOC(=O)c1c(C)n(CC(O)CN2CCOCC2)c2cc(Br)c(OC)cc12 (stereo not given)	?	8%	-7%	-23%	-9%	14	12%	-4.7	11%
Cc1ccc(NC(=O)c2cc(-c3cc(Cl)ccc3C)n[nH]2)cc1NS(C)(=O)=O	?	-4%	-55%[inhibitor]	-14%	3%	-12	-17%	0.3	7%
CN(C)C1=NP(N(C)C)(N(C)C)=NC(c2ccccc2)=N1	4%	-4%	i	5%	-3%	2	-8%	3.4	-2%
O=C(O)C1CN2CCC1CC2 (stereo not given)	-3%	0%	-8%[57.5 µM]	-15%	0%	.	9%	1.9	-4%
CC(C)C1(C)N=C(c2ncccc2C(=O)O)NC1=O (stereo not given)	5%	-1%	-5%[57.5 µM]	-2%	1%	.	-7%	0.5	0%
COC(=NC1CCCCC1)C(O)c1c[nH]c2ccccc12 (stereo not given)	-16%	-5%	-16%	8%	2%	-1	-19%	1.4	2%
CCC(=O)N1CC(=O)Nc2ccc(F)cc2C1c1ccc(F)cc1 (stereo not given)	-17%	1%	i	-2%	3%	16	4%	2.3	2%
CC(C)CC1C(C#N)=C(N)Oc2c1c(=O)oc1ccccc21 (stereo not given)	2%	-12%	i	-10%	12µM*	-19	6%	0.0	-3%
CCOC(=O)C1(c2ccccc2)CCN(Cc2cccc(C(=O)O)c2)CC1	0%	5%	i	5%	1%	.	10%	1.1	11%
COc1ccccc1N1CCN(C2CCCN(C(=O)COc3ccccc3Cl)C2)CC1 (stereo not given)	?	-1%	-26%	-14%	1%	-6	-5%	-0.4	0%
COC(=O)c1ccc(-n2c(C)nc3ccccc3c2=O)cc1	0%	-8%	i	0%	-4%	-1	-8%	0.2	0%
CCOC(=O)c1ccc(N=Cc2c(O)n(-c3ccc(OC)cc3)c(=S)[nH]c2=O)cc1	-6%	-7%	i	-3%	-8%	-1	-14%	-3.1	0%
Cc1cccc(-n2c(O)c(C=NCCN3CCCCC3)c(=O)[nH]c2=O)c1	9%	-3%	-9%	18%	-6%	2	13%	-3.1	-1%
CCCC(=O)OCC[N+](C)(C)C	10%	-7%	-17%	-8%	-2%	5	-1%	-0.2	17%
C=C(C)CSc1nnc([C@@H](N)Cc2ccccc2)o1	10%	10%	0%	3%	-2%	3	0%	1.5	-1%
NS(=O)(=O)c1ccc(Nc2c([N+](=O)[O-])cncc2[N+](=O)[O-])cc1	11%	5%	-18%	7%	-5%	2	?	-2.9	2%
OC(c1ccccc1)(c1ccccc1)c1ccncc1	-11%	7%	-25%	2%	-6%	1	-4%	-1.7	8%

5 compounds drawn at random from those above, as already listed:
SMILES	GLP1R inv ag	EPAC1 ag	PTHR1 agonist	EPAC1 antag	PLK1 PBD inh	PI5P4Ka inh	HEK293 tox	IL-2 act	GLP-1R agonist
Cc1nc2ccc(Cl)cc2c(-c2ccccc2)c1C(=O)O	5%	14%	-4%	-22%	2%	-1	7%	-0.6	-1%
CCCCn1c(C)c(C(=O)O)c2cc(OC)ccc21	11%	4%	-20%	12%	-10%	.	7%	-1.3	-3%
CN1CCN(c2ncc(C=O)s2)CC1	-7%	-12%	17%	-10%	-7%	1	-14%	1.6	-1%
CC(C)C1(C)N=C(c2ncccc2C(=O)O)NC1=O (stereo not given)	5%	-1%	-5%[57.5 µM]	-2%	1%	.	-7%	0.5	0%
C=C(C)CSc1nnc([C@@H](N)Cc2ccccc2)o1	10%	10%	0%	3%	-2%	3	0%	1.5	-1%

Profiles from above:
COC(=O)c1ccc(-n2c(C)nc3ccccc3c2=O)cc1 is listed as GLP1R inv ag: 0%; EPAC1 ag: -8%; PTHR1 agonist: i; EPAC1 antag: 0%; PLK1 PBD inh: -4%; PI5P4Ka inh: -1; HEK293 tox: -8%; IL-2 act: 0.2; GLP-1R agonist: 0%
CCCC(=O)OCC[N+](C)(C)C is listed as GLP1R inv ag: 10%; EPAC1 ag: -7%; PTHR1 agonist: -17%; EPAC1 antag: -8%; PLK1 PBD inh: -2%; PI5P4Ka inh: 5; HEK293 tox: -1%; IL-2 act: -0.2; GLP-1R agonist: 17%
